Compound activity: PubChem BioAssay, several laboratories
Furin inhibitor: inhibitors of human furin; inhibition, % at 30 µM; P09958; purified furin, fluorogenic substrate cleavage; 220,000 tested, 0.061% active; in the data active means inhibition above about 25%; further: inactives centre near -15
14-3-3 Bad PPI: disrupts binding of bovine 14-3-3 zeta to phospho-Bad peptide | AID 781 | 220,000 tested, 0.71% active | TR-FRET 14-3-3zeta/Dy647-pBad peptide displacement, 1 h | inhibition, % at 21.7 µM;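 active means inhibition above about 70%, limit read from the data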;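 further: 0% = full 14-3-3 plus peptide FRET controls and 100% = background without 14-3-3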
Thrombin inh: thrombin (human) inhibition. P00734. inhibition, % at 5 µM. AID 1046. 220,000 tested, 0.26% active. alpha-thrombin, Boc-VPR-AMC fluorogenic substrate cleavage;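 active means inhibition at or above 40%; inactive means inhibition below 40%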;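 further: 0% = enzyme with no compound and 100% = wells without enzyme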
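Material: Human alpha-thrombin protein | Buffer or medium: pH 7.5 Tris-saline with Tween 20 | Reagent: Boc-VPR-AMC substrate, 15 µM final | Schedule: Reaction at ambient temperature | Detection: AMC fluorescence at 355 nm excitation and 460 nm emission | Evaluation: Percent inhibition scaled between no-compound controls and no-enzyme blanks | Controls: no-compound enzyme wells and no-enzyme blanks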
eIF4E 4G PPI: blocks eIF4E binding to eIF4G. P63073+Q04637. TR-FRET eIF4E-eIF4GI(517-606) binding, 2 h. inhibition, % at 21.7 µM. 220,000 tested, 0.37% active;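 further: 0% = full FRET control wells and 100% = background wells lacking eIF4GI fragment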
Rad51 HR inh: Rad51 (human) homologous recombination inhibition | Q06609 | hRad51 DNA strand exchange, fluorescence dequenching | inhibition, % at 10 µM | 200,000 tested, 0.085% active;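 active means inhibition above 40% at the single screening dose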;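 further: 0% = DMSO control wells and 100% = blanks with heterologous ssDNA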
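Test system – preformed human Rad51 ssDNA filaments · Reagent – Donor/quencher-labelled 47-bp dsDNA substrate · Incubation – 37 °C 15-min filament assembly, 30-min compound preincubation, 15-min exchange · Signal – FRET fluorescence dequenching, excitation 485 nm, emission 520 nm · Read-out – percent inhibition from fluorescence, normalised to plate control and blank means · Benchmarks – plate control and blank wells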
EBV gp42 block: EBV gp42 inhibition. Q1HVG2. Fluorescence polarization binding assay, mP read-out. inhibition, % (tested at 21.74 µM). 220,000 tested, 0.42% active. AID 1085; in the data active means inhibition above about 50%
Target sequence (Q1HVG2 whole entry, looked up): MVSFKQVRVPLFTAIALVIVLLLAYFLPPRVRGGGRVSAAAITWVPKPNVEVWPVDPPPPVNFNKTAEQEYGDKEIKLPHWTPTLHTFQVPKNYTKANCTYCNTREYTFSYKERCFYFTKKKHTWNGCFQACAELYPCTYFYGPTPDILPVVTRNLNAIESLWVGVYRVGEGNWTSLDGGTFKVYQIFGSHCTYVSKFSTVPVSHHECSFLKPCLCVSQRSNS
KLK5 inh: blocks human kallikrein 5 protease activity; recombinant hK5, fluorogenic AMC substrate cleavage; inhibition, % at 5 µM; AID 873; 210,000 tested, 0.59% active; Q9Y337;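 active means inhibition of 40% or more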;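 further: 0% = enzyme controls without compound and 100% = no-enzyme blanks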
Target sequence (Q9Y337 67-293 limits assumed): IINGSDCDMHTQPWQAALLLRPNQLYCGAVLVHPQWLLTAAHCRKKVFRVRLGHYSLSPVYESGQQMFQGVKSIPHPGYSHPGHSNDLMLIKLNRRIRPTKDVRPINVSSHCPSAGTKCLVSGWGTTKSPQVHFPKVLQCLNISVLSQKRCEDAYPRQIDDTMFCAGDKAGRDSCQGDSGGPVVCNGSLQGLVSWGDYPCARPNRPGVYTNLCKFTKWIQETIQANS
Cl transport mod: modulators of human KCC2 chloride dependent transport; KCC2 cells, thallium flux FluoZin-2 fluorescence; 190,000 tested, 2.2% active; Q9H2X9; AID 1456; B-score of Tl+ flux slope (higher = more flux/activation; lower = inhibition) at 10 µM;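 active means thallium flux slope and its plate-corrected score both differing from the plate sample mean at a set confidence after two filtering rounds, in either direction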;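 further: slope of fluorescence scaled to starting intensity during 10 to 20 s after thallium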
NCF1 inh: p47phox (human) inhibition. p47phox/p22phox peptide binding, fluorescence polarization, 2 h. inhibition, % at 24.7 µM. 220,000 tested, 0.53% active. AID 1274;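 further: 0% = p47phox with labelled peptide and 100% = labelled peptide alone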
Target sequence (P14598 whole entry, looked up): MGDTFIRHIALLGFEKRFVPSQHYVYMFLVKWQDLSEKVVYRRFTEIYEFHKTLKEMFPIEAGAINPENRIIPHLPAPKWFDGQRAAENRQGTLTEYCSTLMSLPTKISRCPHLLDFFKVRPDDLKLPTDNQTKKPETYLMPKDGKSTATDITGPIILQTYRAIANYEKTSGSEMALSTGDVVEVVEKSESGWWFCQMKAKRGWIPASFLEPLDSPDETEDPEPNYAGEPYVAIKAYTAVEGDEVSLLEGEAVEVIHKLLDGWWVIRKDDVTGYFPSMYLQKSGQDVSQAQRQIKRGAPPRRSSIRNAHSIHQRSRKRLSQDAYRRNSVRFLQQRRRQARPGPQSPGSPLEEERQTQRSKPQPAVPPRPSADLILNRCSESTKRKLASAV
Active calls of the source: *; / = no result given; [ ] = another dose, or the depositor's remark.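 How the source made its calls, unless noted: active means inhibition above about 30% (limit read from the data); inactive means the rest.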

SMILES | Furin inhibitor | 14-3-3 Bad PPI | Thrombin inh | eIF4E 4G PPI | Rad51 HR inh | EBV gp42 block | KLK5 inh | Cl transport mod | NCF1 inh
COc1ccccc1/C=N/NC(=O)CO | -38 | 15 | 3 | -5 | 6 | -8 | -16 | 0.14 | -13
CC1CC2=C(C(=O)O1)C(c1ccccc1)Nc1ccccc1N2 (stereo not drawn) | 11 | 2[fluorescence artefact?] | 0 | 0 | -5 | -18 | 2 | -0.95 | 2
COc1ccc(-c2nc3ccccc3nc2-c2ccccc2)cc1 | -14 | 6 | -8 | 5 | -2 | -23 | -5 | -0.13 | 2
c1ccc(Nc2nc(-c3ccncc3)nc3ccccc23)cc1 | -14 | -1[fluorescence artefact?] | 1 | 1[fluorescence artefact?] | 0 | -15 | -1 | -0.19 | -18
CCCn1nnc(NC(=O)c2ccc(-c3cccc(Cl)c3)o2)n1 | -12[20 µM] | 4 | 1 | -2 | 1 | -11 | -9 | -1.5 | -13
Cc1cc(NC(=O)Cc2ccccc2)ccc1NC(=O)c1cccs1 | -14 | -6 | -11 | 0 | 1 | -7 | -3 | / | -2
O=C(NCC1CCCO1)c1ccc(S(=O)(=O)N2CCC(c3nc4ccc(Cl)cc4[nH]3)CC2)cc1 (stereo not drawn) | -2[20 µM] | 9[fluorescence artefact?] | 3 | 4 | -6 | -11 | -5 | 0.23 | -5
Cc1cc(C(=O)CCl)c(C)n1-c1c(C)n(C)n(-c2ccccc2)c1=O | -29 | -12 | -5 | 3 | -1 | -10 | -9 | / | -3
COc1ccc(C(=O)C[n+]2ccc(N(C)C)cc2)cc1 | -26 | -3 | 0 | 5 | -17 | -12 | 0 | -0.19 | -8
COc1ccc(NC(=S)NCc2ccc3c(c2)cc(C)n3C)cc1 | -17 | -5 | -1 | -1 | / | -4 | -14 | 0.68 | -10
Cc1ccc(C(=O)OCC2OC3OC(C)(C)OC3C2O)cc1 (stereo not drawn) | -17 | 5 | -9 | 3 | / | 3 | -33 | -0.18 | 0
Cc1cc(C)cc(NC(=S)N(CCN2CCCCC2)Cc2ccco2)c1 | -7 | 4 | -2 | 1 | 7 | 1 | 7 | -0.12 | 1
O=C(CC1C(=O)N(c2ccccc2)C(=O)N1C1CCCCC1)Nc1ccccc1 (stereo not drawn) | -26[20 µM] | -8 | -4 | 0 | 4 | -14 | -10 | -0.005 | -9
N#CC12CCCCC1CC1CCCCC1(C#N)N2CCO (stereo not drawn) | -4 | -1[fluorescence artefact?] | 1 | -8 | -11 | -15 | -14 | 0.47 | -3
COc1ccc(Nc2nnc(C)c(=O)[nH]2)c(OC)c1 | -20 | 1 | 3 | 5 | 23 | -4 | 3 | 0.099 | -8

Whole records from above. Values in the order: Furin inhibitor	14-3-3 Bad PPI	Thrombin inh	eIF4E 4G PPI	Rad51 HR inh	EBV gp42 block	KLK5 inh	Cl transport mod	NCF1 inh
`O=C(NCC1CCCO1)c1ccc(S(=O)(=O)N2CCC(c3nc4ccc(Cl)cc4[nH]3)CC2)cc1` (stereo not drawn) is listed with -2[20 µM]	9[fluorescence artefact?]	3	4	-6	-11	-5	0.23	-5
`O=C(CC1C(=O)N(c2ccccc2)C(=O)N1C1CCCCC1)Nc1ccccc1` (stereo not drawn) is listed with -26[20 µM]	-8	-4	0	4	-14	-10	-0.005	-9
`COc1ccccc1/C=N/NC(=O)CO` is listed with -38	15	3	-5	6	-8	-16	0.14	-13

Further results.
SMILES | Furin inhibitor | 14-3-3 Bad PPI | Thrombin inh | eIF4E 4G PPI | Rad51 HR inh | EBV gp42 block | KLK5 inh | Cl transport mod | NCF1 inh
Cc1cccc(NC(=O)CN2C(=O)CSC2=O)c1 | -4 | -12 | -9 | -1 | 4 | 1 | 0 | -0.019 | 0
CC(C)Nc1nc(C#N)nc(NC(C)C)n1 | -32 | -15 | 102* | 10 | -4 | 1 | 97* | 0.25 | 7
COc1ccccc1NC(=O)Cn1cnc2c(cnn2-c2ccccc2)c1=O | -16 | 8 | -1 | -4 | 2 | -22 | 1 | / | -6
N#Cc1cc2c(nc1SCC(=O)N1CCOCC1)CCCCC2 | -28[20 µM] | 7 | 4 | -4 | -6 | 4 | 0 | / | -12
O=C(CCC1CCCCC1)NCCN1C2=NC[C@H](Cc3ccc(O)cc3)N2C[C@H]1Cc1ccc(O)cc1 | -17 | -1 | -1 | 0 | 15 | -5 | -4 | -2.2 | 3
S=c1nc(C2CCCCC2)n(-c2ccccc2)[nH]1 | -21 | -12 | 0 | -1 | -2 | -32 | 0 | 126* | -8
COc1ccc(NC(=O)CSc2ccccc2)cn1 | -38 | -17 | -13 | 1 | -2 | 18 | 5 | -0.35 | -10
COC(=O)C1=C(C)Nc2nnnn2C1c1ccccc1Cl (stereo not drawn) | -12[20 µM] | 8 | -2 | 0[fluorescence artefact?] | 2 | -18 | -4 | -0.042 | 3
CC(OC1=CC(=O)CCC1)C(=O)c1ccccc1 (stereo not drawn) | -8[20 µM] | -10 | 3 | 4 | 4 | -7 | -11 | -0.37 | -2
CC[n+]1cccc(-c2nc3ccccc3s2)c1 | -28 | 11 | 13 | 8 | 4 | -47 | -3 | -0.14 | -3
CN(C)c1oc(-c2ccc(OCc3ccccc3)cc2)nc1C#N | -33 | 9 | -4 | 6 | -5 | -17 | -11 | / | -11
O=C(NC1CCCCC1)N(CCN1CCOCC1)Cc1cc2cc3c(cc2[nH]c1=O)OCCO3 | -34 | -11 | 5 | -15 | -1 | -15 | -20 | -0.46 | -12
CC(/C=C/c1ccccc1)=N/NC(=O)c1cnccn1 | 27*[20 µM] | -6 | 3 | 5 | 3 | -15 | -9 | 0.0064 | -9
CCOC(=O)C1=C(O)C(=O)N(c2ccc(S(N)(=O)=O)cc2)C1c1ccc(Cl)cc1 (stereo not drawn) | 2[20 µM] | 51 | 1 | 10 | 5 | -15 | -5 | -0.62 | -9
O=C(/C=C/c1ccco1)NCC(=O)N/N=C/c1ccccc1[N+](=O)[O-] | -19 | -7 | -1 | 2 | 23 | 4 | -11 | -0.4 | 5

Some entries already given, limited to EBV gp42 block and Furin inhibitor.
canonical_smiles,EBV gp42 block,Furin inhibitor
N#Cc1cc2c(nc1SCC(=O)N1CCOCC1)CCCCC2,4,-28[20 µM]
O=C(CCC1CCCCC1)NCCN1C2=NC[C@H](Cc3ccc(O)cc3)N2C[C@H]1Cc1ccc(O)cc1,-5,-17

Later entries.
SMILES | Furin inhibitor | 14-3-3 Bad PPI | Thrombin inh | eIF4E 4G PPI | Rad51 HR inh | EBV gp42 block | KLK5 inh | Cl transport mod | NCF1 inh
COc1cccc(C(=O)CSc2nc3ccccc3n2CC(=O)N(C(C)C)C(C)C)c1 | -19[20 µM] | -5[fluorescence artefact?] | -1 | 1[fluorescence artefact?] | 5 | -2 | -10 | -1.2 | -3
CCc1nc(CN2CCN(c3cc(C(F)(F)F)ccn3)CC2)c(C)[nH]1 | -14 | 5 | -8 | 0 | 8 | -19 | -4 | 0.67 | -5
COc1cccc(COc2nc3c(c(=O)n(C)c(=O)n3C)n2C)c1 | -21[20 µM] | -2[fluorescence artefact?] | -2 | -9[fluorescence artefact?] | / | -23 | -15 | 0.24 | -4
COc1ccc(S(=O)(=O)N2CCC(C(=O)NCC(c3cccs3)N(C)C)CC2)cc1 (stereo not drawn) | -23 | -2 | 6 | 8 | -2 | -15 | -18 | 0.67 | -11
Cc1c(N=C2NC(=O)C(CC(=O)Nc3ccccc3)S2)c(=O)n(-c2ccccc2)n1C (stereo not drawn) | 6[20 µM] | -5 | -2 | 8[fluorescence artefact?] | -3 | -21 | -6 | 1.9 | 7
O=C(O)c1ccccc1C(=O)NCC(O)COc1ccc(Cl)cc1 (stereo not drawn) | -15 | 1 | -3 | 1 | 7 | -22 | -3 | 0.19 | -12
N#CCCNc1ccc(OCCC#N)cc1 | -11 | -12 | -8 | 3 | 1 | 2 | -8 | / | 1
Cc1ccc(-n2c(CSc3nc(C)cc(C)n3)nnc2SCC(=O)N2CCCC2)cc1 | -20 | 10 | 1 | 3 | 2 | -17 | -24 | 0.047 | -15
Cc1ccc(-n2nnnc2SCC(=O)N2CCc3ccccc3C2)cc1 | -17[20 µM] | 1 | 4 | 4 | -8 | -11 | -21 | -3.6* | -7
NS(=O)(=O)c1ccc(NC(=S)NCc2cccc(Cl)c2)cc1 | -16 | 3[fluorescence artefact?] | 3 | 3[fluorescence artefact?] | 1 | -8 | -6 | 1.6 | -14
CCOC(=O)N1CCN(C(=O)C2CCC(=O)N2C(C)C)CC1 (stereo not drawn) | -17 | 3[fluorescence artefact?] | -2 | 2[fluorescence artefact?] | 2 | -7 | 2 | / | -7
C#CCOCCOCCOCCNc1nc(N2CCN(C(=O)[C@H](CCC(=O)O)n3cc(C(N)CO)nn3)CC2)nc(N2CCN(C(=O)[C@H](CCC(=O)O)n3cc(C(N)CO)nn3)CC2)n1 (stereo partly drawn) | -5 | -1 | -1 | -3 | -1 | -12 | 4 | -0.52 | 2
COc1cccc(NC(=O)COC(=O)C2CCN(S(=O)(=O)c3cccs3)CC2)c1 | -16 | -9 | -6 | -3 | 10 | -3 | 11 | 0.67 | 2
Cc1cccn2c(CN[C@H]3CCCCNC3=O)c(C(=O)N3CCOCC3)nc12 | -5 | 5 | -5 | 3 | / | 10 | / | / | -1
Cc1cc(C)c(S(=O)(=O)N2CCCOC2CNC(=O)C(=O)NCc2ccco2)c(C)c1 (stereo not drawn) | -11 | -4[fluorescence artefact?] | -4 | 2 | 7 | -11 | -9 | -0.068 | 1
COc1ccc(NC(=O)Nc2nnc(-c3ccco3)s2)cc1 | -24 | -5 | -3 | 1 | 8 | -15 | 4 | 1.7 | -9
CC(=O)OCC(=O)C1=CCC2C3CCC4=CC(=O)C=CC4(C)C3(F)C(OC(C)=O)CC12C (stereo not drawn) | -17 | 0 | -2 | 0 | 7 | -1 | 3 | / | 7
c1ccc(CN2CN=C(Nc3nc4ccccc4s3)NC2)cc1 | -26[20 µM] | -1 | -7 | -8 | 0 | 9 | 28 | -0.02 | -1
CCOC(=O)c1ccc(S(=O)(=O)NC2CCCCCCC2)n1C | -16[20 µM] | 8 | -7 | 9 | -3 | -16 | -15 | 0.18 | -8
Cc1noc(C)c1CSc1nnc(C)c(=O)[nH]1 | -9[20 µM] | -8 | -1 | 3 | 5 | -3 | -17 | -1.4 | 4
NC(=O)NCc1ccc(F)cc1 | -25 | -3 | -2 | 1 | / | -7 | / | / | -6
O=c1c2[nH]c3ccccc3c2nc2n1CCS2 | -17 | -13 | 4 | 4 | 18 | -2 | 4 | -0.49 | -1
CCC(=O)N1CCC2(CC1)Oc1ccc(Cl)cc1C(=O)C21CC(c2ccccc2)=NO1 (stereo not drawn) | -31 | -7 | 2 | 0 | 0 | -13 | 2 | -0.021 | -16
COc1ccccc1C1=NNC(=Nc2cccc(S(=O)(=O)N(C)C)c2)SC1 | -11 | -9 | 5 | -3 | 19 | -12 | -5 | 0.35 | -6
Cc1cc(C)c2nc(NC(=O)c3ccc4c(=O)n5c(nc4c3)CCCCC5)sc2c1 | -32 | 5 | -2 | -7[fluorescence artefact?] | 10 | -26 | -4 | 0.37 | -2
O=C(NCc1n[nH]c(=S)n1-c1ccc(F)cc1)c1ccco1 | -23[20 µM] | -11[fluorescence artefact?] | -7 | -6[fluorescence artefact?] | 1 | -23 | 0 | 1.2 | -5
Cc1ccc(C2=N/C(=C\c3ccc(OS(=O)(=O)c4ccc(C)cc4)cc3)C(=O)O2)cc1 | 2 | -2 | -3 | 15 | 20 | -1 | -8 | 0.04 | -4

No enrichment for hits (roughly 4.7% active in at least one column).
